Bioassay records deposited in PubChem by several laboratories.
Peg3 promoter = inhibitors of Peg3 promoter. HeLa PEG-Prom luciferase reporter, luminescence, overnight. inhibition, % at 20 µM. 1.7% of 360,000 active;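 active means inhibition of at least 50% at 20 µM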
HIF-2a inh = inhibitors of HIF-2a. inhibition, % at 18.8 µM. 0.72% of 360,000 active. AID 624352. 786-0 RCC cells HIF-2a reporter, luciferase luminescence, overnight;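 active means inhibition of the luminescence signal of 40% or more relative to plate controls, in a single-dose primary screen at 18.75 µM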
aDG glyco act = increases alpha dystroglycan glycosylation; Pro5-aDG cells, alpha-DG glycosylation AlphaScreen (IIH6); 0% Pro5, 100% B10-LARGE cell signal; activation, % at 10 µM; 0.22% of 360,000 active;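 active means activation of at least 8% versus controls, or a plate z-score of at least 8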;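 further: Pro5 are CHO cells carrying HIG-tagged alpha-DG that lacks glycosylation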
Shn3 inh set2 = reduces Shn3 3'UTR luciferase signal in osteoblasts | 0.52% of 360,000 active | Clone20 osteoblast Shn3 3'UTR firefly luciferase, 24 h | inhibition, % at 12.5 µM;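 active means mean inhibition of at least 75% with every replicate also reaching 75%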;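 further: 0% = median of neutral control wells and 100% = pilot-screen positive control compound; some compounds past the cut are filed as inactive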
iPSC survival up = hiPSC single-cell survival enhancement | survival enhancement, % at 20 µM | ATPlite luminescence; 100% = ROCK inhibitor wells, 0% = DMSO | AID 602274 | 0.044% of 360,000 active; in the data active means survival enhancement above about 18%;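 further: cells exposed to compounds for 16 hours before the ATP read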
TWEAK Fn14 block = blocks TWEAK-Fn14 interaction in a reporter cell assay; TWEAK-stimulated Fn14 reporter cells, luciferase luminescence, 8 h; inhibition, % at 10 µM; 2% of 360,000 active; AID 1159606; in the data active means inhibition above about 50%
TRPM1 prom inh = inhibitors of MITF-driven TRPM1 promoter in melanoma cells; SK-MEL-5 TRPM1 promoter luciferase, 24 h; AID 488899; 0.83% of 330,000 active; inhibition, % at 12.5 µM;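 active means mean inhibition across replicates of 60% or more, whatever share of single replicates reaches that level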; further: values of inactives mirror those of a sister screen read the other way
NR2E3 ag-1 = agonists of human nuclear receptor NR2E3. Q9Y5X4. GST-NR2E3/biotin-RetCOR TR-FRET, 1536-well. inhibition of corepressor binding, % at 4.78 µM. 0.12% of 320,000 active. AID 2300;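 active means percent inhibition above the cutoff of mean plus 3 SD of all tested compounds, set per screening campaign, cut at about 20% in these data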;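 further: 0% = DMSO wells and 100% = biotin wells as full block of FRET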
Target sequence (Q9Y5X4 whole entry, looked up): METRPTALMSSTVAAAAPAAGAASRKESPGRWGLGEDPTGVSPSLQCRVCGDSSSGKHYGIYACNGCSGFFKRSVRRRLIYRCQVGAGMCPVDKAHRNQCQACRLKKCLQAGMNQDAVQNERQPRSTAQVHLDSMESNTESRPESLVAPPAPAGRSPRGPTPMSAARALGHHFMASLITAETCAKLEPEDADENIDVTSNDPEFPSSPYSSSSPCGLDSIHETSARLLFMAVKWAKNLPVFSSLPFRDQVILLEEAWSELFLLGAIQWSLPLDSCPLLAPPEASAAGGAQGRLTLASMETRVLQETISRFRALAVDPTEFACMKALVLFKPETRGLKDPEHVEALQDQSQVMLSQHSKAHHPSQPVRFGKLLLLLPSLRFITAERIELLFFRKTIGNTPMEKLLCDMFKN
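Material: NR2E3–RetCOR corepressor complex / Incubation: Compound–protein incubation for 5 h at 4 °C / Dosing: compound at 4.8 µM, single dose / Detection: time-resolved FRET / Benchmarks: high control biotin, low control 0.6% DMSO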
NR2E3 ag-2 = activates human NR2E3 receptor; CHO-S Gal4-NCOR/VP16-NR2E3 two-hybrid, luciferase; inhibition of corepressor binding, % at 3.98 µM; 0.35% of 360,000 active; AID 602229;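 active means inhibition above the mean of all tested compounds plus 3 SD, cut at about 70% in these data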;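 further: 0% = DMSO with NR2E3 transfected cells and 100% = cells lacking NR2E3 construct; higher means lower luciferase signal from less NR2E3 corepressor binding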
CF NFkB inh = inhibitors of cystic fibrosis induced NF-kB. KKLEB NF-kB-GFP reporter, PAF-induced, GFP fluorescence overnight. AID 588850. 0.86% of 360,000 active. inhibition, % at 5 µM;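 active means at least 50% inhibition at 5 µM, scaled per plate between neutral and stimulator controls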;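 further: PAF is a Pseudomonas aeruginosa culture filtrate used as stimulus; plate controls were PAF-stimulated DMSO wells for no effect and unstimulated DMSO wells for full effect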
KKLEB cytotox = reduces viability of KKLEB cystic fibrosis airway cells. KKLEB CF airway cells viability, ATPlite luminescence, overnight; active compounds read low; cells stimulated with P. aeruginosa culture filtrate. activity change (cytotoxicity), % at 5 µM. 0.36% of 360,000 active. AID 602141;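 active means corrected activity change at or below -50% at 5 µM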
Numbers without * were called inactive.

How did Cc1ccccc1OCC(=O)Nc1cc(S(=O)(=O)N2CCOCC2)ccc1N1CCCC1 do in these assays?
Peg3 promoter: 4; HIF-2a inh: 2; aDG glyco act: -0.1; Shn3 inh set2: -6; iPSC survival up: 0.1; TWEAK Fn14 block: -5; TRPM1 prom inh: -1; NR2E3 ag-1: 3; NR2E3 ag-2: 5; CF NFkB inh: 6; KKLEB cytotox: -6

What do the screens show for `Cc1ccc(C(=O)N(CC(=O)Nc2sc(C)c(C)c2C(N)=O)C2CCCC2)cc1`?
Peg3 promoter: 29; HIF-2a inh: 13; aDG glyco act: -0.2; Shn3 inh set2: 38; iPSC survival up: -0.1; TWEAK Fn14 block: 43; TRPM1 prom inh: 9; NR2E3 ag-1: 1; NR2E3 ag-2: 26; CF NFkB inh: -3; KKLEB cytotox: -2

Results for COc1ccc(NC(=O)CSc2ncnc3c2cnn3Cc2ccccc2)cc1OC ?
Peg3 promoter: 8; HIF-2a inh: 4; aDG glyco act: 0.4; Shn3 inh set2: 13; iPSC survival up: -0.6; TWEAK Fn14 block: 18; TRPM1 prom inh: 0; NR2E3 ag-1: -1; NR2E3 ag-2: -20; CF NFkB inh: -4; KKLEB cytotox: 15

What do the screens show for `CCCCn1nc2cc(C(=O)NCCc3ccc(C)cc3)ccc2c1OCC`?
Peg3 promoter: 2; HIF-2a inh: 1; aDG glyco act: -0.1; Shn3 inh set2: -7; iPSC survival up: 0.4; TWEAK Fn14 block: -19; TRPM1 prom inh: -7; NR2E3 ag-1: 5; NR2E3 ag-2: 7; CF NFkB inh: -9; KKLEB cytotox: -4

What do the screens show for `CC1CC(C)CN(S(=O)(=O)N2CCCC(C(=O)NC3CCCCC3)C2)C1` (stereo not drawn)?
Peg3 promoter: 20; HIF-2a inh: 8; aDG glyco act: 0.7; Shn3 inh set2: 2; iPSC survival up: 0.1; TWEAK Fn14 block: 5; TRPM1 prom inh: 3; NR2E3 ag-1: -2; NR2E3 ag-2: -9; CF NFkB inh: -5; KKLEB cytotox: -1

How did C[N+](C)(C)CCOC(=O)C1(c2ccccc2)CCCC1 do in these assays?
Peg3 promoter: -2; HIF-2a inh: 11; aDG glyco act: 0.5; Shn3 inh set2: 3; iPSC survival up: 1.8; TWEAK Fn14 block: 13; TRPM1 prom inh: -6; NR2E3 ag-1: -3; NR2E3 ag-2: -18; CF NFkB inh: 2; KKLEB cytotox: 9

Results for Cn1cc(C(N)=O)c2ccccc21 ?
Peg3 promoter: 5; HIF-2a inh: 27; aDG glyco act: 0.3; Shn3 inh set2: -13; iPSC survival up: -1.4; TWEAK Fn14 block: 9; NR2E3 ag-1: 1; NR2E3 ag-2: -8; CF NFkB inh: 8; KKLEB cytotox: -1

How did CCN(C(=O)C(C)OC(=O)C1C(C(=O)OC)=C(C)NC(C)=C1C(=O)OC)c1ccccc1 (stereo not drawn) do in these assays?
Peg3 promoter: 16; HIF-2a inh: 16; aDG glyco act: 0.7; Shn3 inh set2: 20; iPSC survival up: -0.4; TWEAK Fn14 block: 3; TRPM1 prom inh: 3; NR2E3 ag-1: -1; NR2E3 ag-2: -11; CF NFkB inh: -5; KKLEB cytotox: 4

Results for CCNC(=O)C(Cc1ccccc1)NC(=O)OCc1ccccc1 (stereo not drawn) ?
Peg3 promoter: 15; HIF-2a inh: 16; aDG glyco act: -0.2; Shn3 inh set2: 1; iPSC survival up: 1.5; TWEAK Fn14 block: -1; TRPM1 prom inh: -8; NR2E3 ag-1: -1; NR2E3 ag-2: -13; CF NFkB inh: -7; KKLEB cytotox: -2

How did CCC1(C)OC(=O)N(CCCn2ccnc2C)C1(C)O (stereo not drawn) do in these assays?
Peg3 promoter: 8; HIF-2a inh: 15; aDG glyco act: 0.0; Shn3 inh set2: -7; iPSC survival up: -2.5; TWEAK Fn14 block: 7; TRPM1 prom inh: -1; NR2E3 ag-1: -1; NR2E3 ag-2: -2; CF NFkB inh: 5; KKLEB cytotox: -3

How did CCC(=O)NC(=S)Nc1cc(C(=O)O)ccc1OC do in these assays?
Peg3 promoter: 13; HIF-2a inh: 9; aDG glyco act: 0.0; Shn3 inh set2: -14; iPSC survival up: 0.1; TWEAK Fn14 block: 14; TRPM1 prom inh: 0; NR2E3 ag-1: -1; NR2E3 ag-2: -17; CF NFkB inh: -4; KKLEB cytotox: -8

What do the screens show for `CCC(C)NC(=O)CC1Oc2ccc(Cl)cc2NC1=O` (stereo not drawn)?
Peg3 promoter: 1; HIF-2a inh: -2; aDG glyco act: 2.6; Shn3 inh set2: -3; iPSC survival up: 5.6; TWEAK Fn14 block: 11; TRPM1 prom inh: 2; NR2E3 ag-1: 3; NR2E3 ag-2: 34; CF NFkB inh: -1; KKLEB cytotox: 3

How did NCCCC[C@@H](C(=O)N1CCNCC1)n1cc(CN)nn1 do in these assays?
Peg3 promoter: 5; HIF-2a inh: 11; aDG glyco act: -0.3; Shn3 inh set2: -4; iPSC survival up: -0.6; TWEAK Fn14 block: 5; TRPM1 prom inh: 2; NR2E3 ag-1: 0; NR2E3 ag-2: 4; CF NFkB inh: 16; KKLEB cytotox: 0

What do the screens show for `CC(C)(C)c1csc(N(CCC#N)CCC#N)n1`?
Peg3 promoter: 4; HIF-2a inh: 9; aDG glyco act: 0.0; Shn3 inh set2: 4; iPSC survival up: 0.3; TWEAK Fn14 block: 1; TRPM1 prom inh: -1; NR2E3 ag-1: 2; NR2E3 ag-2: 17; CF NFkB inh: -20; KKLEB cytotox: 8

What do the screens show for `COc1ccc(-c2cc(C(F)(F)F)n3ncc(C(=O)N4CCc5ccccc5C4)c3n2)cc1`?
Peg3 promoter: 18; HIF-2a inh: 24; aDG glyco act: 0.1; Shn3 inh set2: 11; iPSC survival up: -1.2; TWEAK Fn14 block: 1; TRPM1 prom inh: 5; NR2E3 ag-1: -1; NR2E3 ag-2: 0; CF NFkB inh: -21; KKLEB cytotox: -11

Results for C/C(=C\c1ccccc1)C(=O)Nc1cc(C)on1 ?
Peg3 promoter: -167; HIF-2a inh: -159; aDG glyco act: 0.0; Shn3 inh set2: -38; iPSC survival up: -1.1; TWEAK Fn14 block: -22; TRPM1 prom inh: -84; NR2E3 ag-1: 3; NR2E3 ag-2: -72; CF NFkB inh: -12; KKLEB cytotox: 2

Results for Cc1ccc(NC(=O)c2ncn(CCCN(C)CCc3ccccn3)n2)cc1C ?
Peg3 promoter: 2; HIF-2a inh: -7; aDG glyco act: 0.0; Shn3 inh set2: -9; iPSC survival up: 0.3; TWEAK Fn14 block: 3; TRPM1 prom inh: 3; NR2E3 ag-2: 16; CF NFkB inh: -9; KKLEB cytotox: 9

What do the screens show for `COc1ccc(/C(C)=N/NC(=O)CNC(=O)/C=C\c2ccco2)cc1`?
Peg3 promoter: 29; HIF-2a inh: 10; aDG glyco act: 0.1; Shn3 inh set2: -4; iPSC survival up: -3.0; TWEAK Fn14 block: 16; TRPM1 prom inh: 18; NR2E3 ag-1: -4; NR2E3 ag-2: -12; CF NFkB inh: -2; KKLEB cytotox: 9

What do the screens show for `COc1ccc(OC)c(CCNC(=O)c2ccc3c(=O)[nH]c4c(C(=O)NC(C)C)sc(=S)n4c3c2)c1`?
Peg3 promoter: 6; HIF-2a inh: -9; aDG glyco act: -0.1; Shn3 inh set2: -14; iPSC survival up: 0.1; TWEAK Fn14 block: 3; TRPM1 prom inh: -4; NR2E3 ag-1: 1; NR2E3 ag-2: -32; CF NFkB inh: 29; KKLEB cytotox: 10

Results for O=C(NCc1cccnc1)c1ccc(S(=O)(=O)N2CCOCC2)cc1 ?
Peg3 promoter: 3; HIF-2a inh: 9; aDG glyco act: -0.1; Shn3 inh set2: -19; iPSC survival up: -2.5; TWEAK Fn14 block: 3; TRPM1 prom inh: 6; NR2E3 ag-1: 1; NR2E3 ag-2: -7; CF NFkB inh: 1; KKLEB cytotox: 5

Results for CCN1CCN(C(=O)N2CCOCC2)CC1 ?
Peg3 promoter: 12; HIF-2a inh: 17; aDG glyco act: -0.4; Shn3 inh set2: 8; iPSC survival up: -1.5; TWEAK Fn14 block: -4; TRPM1 prom inh: -3; NR2E3 ag-1: -1; NR2E3 ag-2: -18; CF NFkB inh: 0; KKLEB cytotox: -2

How did Cc1cccc(NC(=O)c2nc[nH]c2C(=O)NCCCCCCNC(=O)c2[nH]cnc2C(=O)Nc2cccc(C)c2)c1 do in these assays?
Peg3 promoter: 45; HIF-2a inh: 5; aDG glyco act: -0.2; Shn3 inh set2: -9; iPSC survival up: 3.0; TWEAK Fn14 block: 32; TRPM1 prom inh: -7; NR2E3 ag-1: 0; NR2E3 ag-2: -6; CF NFkB inh: -24; KKLEB cytotox: 2

Results for CCc1nc2c(OCc3cccc(Cl)c3)cccn2c1N(C)C(=O)CC(C)C ?
Peg3 promoter: 17; HIF-2a inh: 4; aDG glyco act: 0.7; Shn3 inh set2: 21; iPSC survival up: -0.8; TWEAK Fn14 block: 7; NR2E3 ag-2: -34; CF NFkB inh: 10; KKLEB cytotox: 2

How did Cc1ccc(S(=O)(=O)N(C)C)cc1[N+](=O)[O-] do in these assays?
Peg3 promoter: 2; HIF-2a inh: 18; aDG glyco act: -0.2; Shn3 inh set2: 17; iPSC survival up: -0.3; TWEAK Fn14 block: -14; TRPM1 prom inh: 7; NR2E3 ag-1: 0; NR2E3 ag-2: -44; CF NFkB inh: 8; KKLEB cytotox: -3

What do the screens show for `COc1ccc(/C=C(\NC(=O)c2cccs2)C(=O)NC(C)(C)C)cc1OC`?
Peg3 promoter: 0; HIF-2a inh: 23; aDG glyco act: 0.0; Shn3 inh set2: -8; iPSC survival up: -0.5; TWEAK Fn14 block: 20; NR2E3 ag-1: 1; NR2E3 ag-2: 4; CF NFkB inh: 6; KKLEB cytotox: 0

What do the screens show for `Cc1ccc(OCc2nnc(SCC(=O)N3CCc4ccccc43)n2C)cc1`?
Peg3 promoter: 10; HIF-2a inh: 7; aDG glyco act: 0.1; Shn3 inh set2: 2; iPSC survival up: -1.9; TWEAK Fn14 block: 0; TRPM1 prom inh: 3; NR2E3 ag-1: -5; NR2E3 ag-2: -2; CF NFkB inh: 1; KKLEB cytotox: -6

What do the screens show for `CC(CNC(=O)C(C)(C)C)NC(=O)C(C)(C)C` (stereo not drawn)?
Peg3 promoter: -11; HIF-2a inh: 6; aDG glyco act: 0.3; Shn3 inh set2: 7; iPSC survival up: -2.4; TWEAK Fn14 block: -4; TRPM1 prom inh: -5; NR2E3 ag-1: 1; NR2E3 ag-2: 3; CF NFkB inh: -18; KKLEB cytotox: -1

Retrieved by structure from the list above (two):
How did Cc1cccc(NC(=O)c2nc[nH]c2C(=O)NCCCCCCNC(=O)c2[nH]cnc2C(=O)Nc2cccc(C)c2)c1 do in these assays?
Peg3 promoter: 45; HIF-2a inh: 5; aDG glyco act: -0.2; Shn3 inh set2: -9; iPSC survival up: 3.0; TWEAK Fn14 block: 32; TRPM1 prom inh: -7; NR2E3 ag-1: 0; NR2E3 ag-2: -6; CF NFkB inh: -24; KKLEB cytotox: 2

Results for Cc1ccc(NC(=O)c2ncn(CCCN(C)CCc3ccccn3)n2)cc1C ?
Peg3 promoter: 2; HIF-2a inh: -7; aDG glyco act: 0.0; Shn3 inh set2: -9; iPSC survival up: 0.3; TWEAK Fn14 block: 3; TRPM1 prom inh: 3; NR2E3 ag-2: 16; CF NFkB inh: -9; KKLEB cytotox: 9
